ERK EGF inh = EGF-driven ERK pathway inhibition; HEK293-V1b, EGF-stimulated phospho-ERK AlphaScreen; Potency, µM (highest dose often 11.5 µM), without a hit: at the highest dose activity change, negative = inhibition, hits mostly inhibitors; 130,000 tested, 0.41% active; active = well fitted inhibition curve with a large enough effect; inconclusive = small, poorly fitted or top-dose-only effect, or effect the other way;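 note: plate controls were stimulated vehicle wells for no effect and unstimulated vehicle basal for full effect; nearly all actives have a fitted effect of over 55% in size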
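Homogeneous cell-based phospho-ERK assay: HEK293/V1b cells in 1% FBS, compound 30 min then EGF 5 min, AlphaScreen luminescence. Activity normalized between DMSO and 25 nM EGF controls; AC50 from Hill modelling.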
Active calls of the source: *; ? = inconclusive; & = joins results of further samples; [ ] = dose if it differs, or a comment. Potency is the fitted concentration of half-maximal effect. Not all compounds are listed; the hit share may differ from the screen's.

canonical_smiles,ERK EGF inh
Cc1n[nH]c(C)c1N=Nc1ccc(Br)cc1,-8%
CCOc1ccc(C(C)=O)cc1CSc1nnc(-c2ccncc2)n1CCOC,34%
CC(=O)c1cccc(NC(=O)CSc2nc(N3CCCCC3)nc(N3CCCCC3)n2)c1,-2%
CC(C)c1ccc2nc(N)sc2c1,5%
Cc1ccc(NC(=O)C2CCCN2C(=O)OC(C)(C)C)cc1C (stereo unspecified),-6%[57.5 µM]
N#Cc1cc(-c2ccccc2)nc(Oc2ccc(Cl)cc2)n1,2%
COC(=O)c1cn(CCOc2ccccc2OC)c2ccccc12,2%
O=S1(=O)N=C(Nc2ccc(O)cc2)c2ccccc21,7%
Cc1ccc(S(=O)(=O)N[C@H](C(=O)OCC(=O)N2N=C(c3ccc(Cl)cc3)CC2c2ccco2)C(C)C)cc1 (stereo partly specified),-4%
Cc1cc(C)c(C#N)c(N2CCC(C(N)=O)CC2)n1,0%
COc1ccc(N/N=C(/Oc2ccc([N+](=O)[O-])cc2)C(C)=O)cc1,4%
CCOC(=O)N1CCC(=NNc2ncc(C(F)(F)F)cc2Cl)CC1,1%

(more compounds)
canonical_smiles,ERK EGF inh
CC(=O)Nc1cc(-c2ccccc2)nn1Cc1ccc(Cl)cc1,?
NC1=NS(=O)(=O)NC1c1ccc(Br)cc1 (stereo unspecified),-4%
C[C@H](NC(=O)OC(C)(C)C)C(=O)N/N=C/C1=Cc2ccccc2OC1,3%[57.5 µM]
CCOc1ccc(CN(C)CC(=O)Nc2cc(OC)c([N+](=O)[O-])cc2C)cc1,11%
N#Cc1cnc(SCC(=O)NNC(=O)COc2cccc3ccccc23)nc1N,-4%
Nc1ccc2nn(-c3ccc(Cl)cc3)nc2c1,-6%[57.5 µM]
CCCCN(C)C(=O)c1cn(C)c2ccc(S(=O)(=O)N(C)C)cc2c1=O,9%
CN1CCN(c2nc(-c3cc4ccccc4o3)cs2)CC1,-2%
O=C(CSc1nc2ccccc2[nH]1)NCc1ccc(F)cc1,8%
COc1c2c(nc3ccccc13)OC(C(C)(O)CO)C2 (stereo unspecified),7%&-6%
C[C@H](NC(=O)c1nc[nH]c1C(=O)N[C@@H](C)c1ccccc1)C(=O)OC(C)(C)C,-13%[57.5 µM]
O=C(COC(=O)c1ccccc1C(=O)c1ccc(Cl)cc1)NCCc1ccccc1,-2%

Later entries:
canonical_smiles,ERK EGF inh
COc1cc(OC)cc(C(=O)N[C@H](C(=O)Nc2nc(-c3ccc(OC)c(OC)c3)cs2)C(C)C)c1,0%[57.5 µM]
CCN(CC)S(=O)(=O)N1CCC(C(=O)NCc2ccc3c(c2)OCO3)CC1,4%
C/C(=N/OC(=O)C1CC1)c1cc(-c2ccc(Cl)cc2)no1,-11%
COC(=O)[C@@H]1C=C[C@H](C)[C@H](CCOc2ccccc2)O1,-15%
Cc1ccc(C2=NN(C(=O)C3CCCO3)C(c3ccco3)C2)cc1 (stereo unspecified),-8%
Cc1ccccc1NC(=O)c1sc(NC(=O)COc2ccccc2)c(C#N)c1C,1%
O=C(NN1C(=O)c2cc(Br)ccc2NC1c1cc(Br)cc(Br)c1O)c1ccncc1 (stereo unspecified),-2%
O=C(CSc1ncccn1)N/N=C/c1cccc(OC2CSC2)c1,-8%
NC(Cc1c[nH]c2ccccc12)C(=O)NCC(=O)O (stereo unspecified),19%
CN1C(=S)SC(/[N+]([O-])=C/c2c(F)cccc2Cl)C1(C)C (stereo unspecified),6%[57.5 µM]
CC(C)CC(=O)NC(=S)Nc1cccc2nsnc12,-11%
O=C(CCC1CCCCC1)Nc1ccc(C(=O)c2ccncc2)cc1,?

Next records follow.
canonical_smiles,ERK EGF inh
OCCCn1c(-c2ccccc2)csc1=Nc1ccccc1,?
Cc1cccc(Cn2nc(-n3cccc3)c3c(C)cc(C)nc32)c1,-11%
Cc1ccc(C(=O)NC(=S)N2CCN(c3ccccc3F)CC2)cc1,-8%
CCC/C=C(\CCC)C(NS(=O)(=O)c1ccc(-c2ccccc2)cc1)c1ccc(C(=O)OC)cc1 (stereo unspecified),-7%
O=C(NS(=O)(=O)Oc1ccc(F)c(Cl)c1)OC[C@@H]1CCCN2CCCCC12 (stereo partly specified),-13%
CC(C)CCNC(=O)CN(C(=O)CCC(=O)Nc1ccccn1)c1ccc2c(c1)OCCO2,2%
C/C(=N\NC(=O)CN(c1ccccc1Br)S(C)(=O)=O)c1cccs1,-7%
Cc1cccc(N(CC(=O)N2CCN(c3ccccc3F)CC2)S(C)(=O)=O)c1,-11%
C/C(=N\NC(=O)c1ccc(Cl)cc1)c1cccs1,6%
CC1=Nc2ccc(Br)cc2C(c2ccccc2)N1CC(=O)NN (stereo unspecified),3%
COc1ccc(C(=O)NC(=S)Nc2cccnc2)cc1[N+](=O)[O-],-9%
O=C(C1=C[C@H](c2ccccc2)C[C@H](OCc2ccc(CO)cc2)O1)N1CCN(Cc2ccccc2)CC1,-12%[57.5 µM]

Later entries
canonical_smiles,ERK EGF inh
CC(=O)c1ccc(NC(=O)c2ccccc2Sc2ncnc3sc(C)c(C)c23)cc1,20%
COc1ncc2nc(C)c(=O)n(CCC#N)c2n1,-10%
O=C(c1ccc(Cl)c([N+](=O)[O-])c1)N(Cc1cccc(Cl)c1)C1CCS(=O)(=O)C1 (stereo unspecified),2%
CC1CCCN(Cc2c(O)ccc3c4c(c(=O)oc23)CCCC4)C1 (stereo unspecified),2%[57.5 µM]
COC(=O)C1=C(SC)N(c2ccccc2)C(c2ccccc2)CC1=O (stereo unspecified),10%
Cc1cc(=O)[nH]c(-c2cccnc2)n1,4%
Brc1cccc(/C=N/Nc2nc(N3CCCCC3)nc(N3CCCCC3)n2)c1,5%
CCOC(=O)/C=c1\s/c(=C\c2ccc(C(F)(F)F)cc2)c(=O)n1CC(=O)NCc1ccco1,10%
O=C(O)c1ccccc1NC(=O)N1CCOCC1,-2%[57.5 µM]
COc1ccc(-n2c(COc3cccc4ccccc34)nnc2SCC#N)cc1,4%
Cc1ccc(NC(=O)NN2CCOCC2)cc1,-8%
CN(C)S(=O)(=O)c1ccc(C(=O)OCC(=O)Nc2cccnc2Cl)cc1,10%

The listing continues:
canonical_smiles,ERK EGF inh
N#CCOc1ccc2oc(-c3ccco3)cc(=O)c2c1,-2%
O=C1C(Cl)=C(Nc2ccc(F)cc2)C(=O)N1CCc1ccccc1,-3%
CC(=O)[C@@]1(O)CC[C@H]2C3CCC4=CC(=O)CC[C@]4(C)C3CC[C@@]21C (stereo partly specified),-3%
Cc1c(NC(=S)NC(=O)c2sc3ccccc3c2Cl)cccc1C(=O)O,2%
O=C(Nc1ccccc1-c1ccccc1)c1cccs1,12%
CCOc1cc(/C=C/C(=O)OCC(=O)NC2CCS(=O)(=O)C2)ccc1OCc1ccccc1 (stereo unspecified),-4%
CNC(=O)Cn1c(C)cc(=O)c2cccc(OC)c21,13%[57.5 µM]
CCC(=O)Nc1ccc2c(c1)ncn2C,-3%
COC(=O)C(N)Cc1ccc(Cl)cc1 (stereo unspecified),9%
CCNC(=S)Nc1cccc(NC(=O)c2ccccc2O)c1,-2%[57.5 µM]
COc1ccc(-c2nc(N)c(C#N)c(-c3cccnc3)c2C)cc1,2%[57.5 µM]
COc1ccc(/C=N/NC(=O)c2cccnc2)cc1CSc1ccccn1,5%[57.5 µM]

(continued)
canonical_smiles,ERK EGF inh
O=C(Cc1ccccc1)N/N=C/C=C/c1ccccc1[N+](=O)[O-],-2%[57.5 µM]
CCOC(=O)c1c(C)nc(SCC(N)=O)c(C#N)c1-c1ccccc1,1%
Clc1ccc2c(c1)c1cc(Cl)ccc1n2CN1CCOCC1,?
CCC(CC)NC(=O)CSc1nnc(-c2c[nH]c3ccccc23)o1,2%
COc1ccc(C2=Nc3ccc(Br)cc3C(c3ccccc3)N2CC(=O)NN)cc1 (stereo unspecified),6%
CS(=O)(=O)NN1C(=O)c2ccccc2NC1c1cc2ccccc2nc1Cl (stereo unspecified),1%
C=CCC(C)(O)/C=C/c1ccccc1 (stereo unspecified),-5%
O=C(c1ccco1)N1CCC2(CC1)CCN(c1ccccc1)CC2,19%
CN1C(=S)NC(C)(C)CC1(C)c1ccc(O)cc1O (stereo unspecified),-2%
CC(C)CCNC(=O)NC(=O)COC(=O)/C=C/c1cccc([N+](=O)[O-])c1,2%
O=C(CSc1nnc(-c2ccncc2)n1-c1ccccc1Cl)Nc1ccc(C(=O)O)cc1,-2%
CC1(C)C(=O)Nc2ccccc2N1C(=O)CN1C(=O)C(=O)N(C2CCCC2)C1=O,2%

Other records:
canonical_smiles,ERK EGF inh
COc1cc(NC(=O)c2cnc(N)s2)cc(C(=O)Nc2cccc(C(F)(F)F)c2)c1,-6%[57.5 µM]
Cc1ccc(C(=O)N(CC(=O)NC2CCCC2)c2ccccc2C)s1,-2%
OC(CNCc1ccccc1C(F)(F)F)C(F)(F)F (stereo unspecified),-5%
Cc1ccc(CNC(=O)c2nnc(Cc3ccc(Cl)cc3)o2)cc1,?
Cc1ccc(OCCSc2nnc(-c3cccs3)n2C)cc1,5%
O=C(Cn1c(=O)c(=O)n(Cc2ccccc2)c2ccc(Cl)cc21)Nc1cc(F)ccc1F,5%
O=C1CC(c2ccccc2F)c2c(c3ccccc3[nH]c2=O)O1 (stereo unspecified),-3%[57.5 µM]
Cc1ccc(C(C)NC(=O)C23CC4CC(CC(C4)C2)C3)cc1 (stereo unspecified),-6%
COc1ccccc1N1CCN(C(c2cccs2)C(C)NC(=O)c2ccncc2)CC1 (stereo unspecified),1%[57.5 µM]
Cc1ccc(-c2cc(C(=O)OC3CCOC3=O)c3ccccc3n2)c(C)c1 (stereo unspecified),?
O=C(O)CC(NC(=O)Cc1ccc(Cl)cc1)c1ccco1 (stereo unspecified),-9%
CCOC(=O)c1ccc(S(=O)(=O)N2CCN(C(=O)c3nn(C)c(=O)c4ccccc34)CC2)cc1,6%

Going on with the list:
canonical_smiles,ERK EGF inh
CCC(NC(=O)CCc1ccccc1)c1ccccc1 (stereo unspecified),-15%
O=C1N/C(=C/c2cccs2)C(=O)N1Cc1ccc(Br)cc1,-3%
Cc1nc2ccccc2c(=O)n1/N=C/c1ccc2ccccc2c1O,10%[57.5 µM]
COC(=O)c1cc(C(=O)OCC(=O)Nc2ccccc2OC(F)F)cc([N+](=O)[O-])c1,9%
CC(C)(C)CC(C)(C)NC(=O)CSCC(=O)Nc1ccc2ccccc2c1,2%
O=C(NCc1cccs1)c1nc2c(nnn2Cc2ccc(F)cc2)c(=O)[nH]1,-1%
CC(NC(=S)Nc1ccc([N+](=O)[O-])cc1)c1ccncc1 (stereo unspecified),-2%
CC(=O)C1=C(O)C(=O)N(Cc2cccnc2)C1c1ccc(Cl)cc1 (stereo unspecified),7%
O=c1c2ccccc2nc2c3ccccc3c(NCCO)nn12,2%
CCCCN(CC)Cc1ccc(CNC(=S)Nc2ccccc2F)o1,3%
COC(=O)C1=NNC2(C)C(=O)N(c3ccc(C)cc3)C(=O)C12 (stereo unspecified),9%[57.5 µM]
NCCCC[C@@H]1NC(=O)c2cc([N+](=O)[O-])cc(I)c2SC[C@@H](C(N)=O)NC(=O)[C@H](CCC(N)=O)NC1=O,-5%

(list continues)
canonical_smiles,ERK EGF inh
COC(=O)C1=C(C)Nc2c(c(=O)n(C)c(=O)n2C)C1c1ccc(C)cc1 (stereo unspecified),-6%
C#CCOc1ccc(C2C3=C(COC3=O)Nc3cc4c(cc32)OCO4)cc1OC (stereo unspecified),10%
Cc1ccc(-c2cc(C(=O)Nc3ccc(S(=O)(=O)Nc4onc(C)c4C)cc3)[nH]n2)c(O)c1,10%[57.5 µM]
COC(=O)c1ccc(C(=O)OC)c(NC(=O)COC(=O)c2ccccc2OC)c1,3%
Cc1cc(C)c(S(=O)(=O)Nc2cc(SCC(=O)O)c(O)c3ccccc23)cc1C,2%
COc1ccccc1N(CC(=O)Nc1cccc(C(F)(F)F)c1)S(C)(=O)=O,-14%

Among those listed so far, these have fluorine:
canonical_smiles,ERK EGF inh
CCOC(=O)N1CCC(=NNc2ncc(C(F)(F)F)cc2Cl)CC1,1%
O=C(CSc1nc2ccccc2[nH]1)NCc1ccc(F)cc1,8%
CN1C(=S)SC(/[N+]([O-])=C/c2c(F)cccc2Cl)C1(C)C (stereo unspecified),6%[57.5 µM]
Cc1ccc(C(=O)NC(=S)N2CCN(c3ccccc3F)CC2)cc1,-8%
O=C(NS(=O)(=O)Oc1ccc(F)c(Cl)c1)OC[C@@H]1CCCN2CCCCC12 (stereo partly specified),-13%
Cc1cccc(N(CC(=O)N2CCN(c3ccccc3F)CC2)S(C)(=O)=O)c1,-11%
CCOC(=O)/C=c1\s/c(=C\c2ccc(C(F)(F)F)cc2)c(=O)n1CC(=O)NCc1ccco1,10%
O=C1C(Cl)=C(Nc2ccc(F)cc2)C(=O)N1CCc1ccccc1,-3%
COc1cc(NC(=O)c2cnc(N)s2)cc(C(=O)Nc2cccc(C(F)(F)F)c2)c1,-6%[57.5 µM]
OC(CNCc1ccccc1C(F)(F)F)C(F)(F)F (stereo unspecified),-5%
O=C(Cn1c(=O)c(=O)n(Cc2ccccc2)c2ccc(Cl)cc21)Nc1cc(F)ccc1F,5%
O=C1CC(c2ccccc2F)c2c(c3ccccc3[nH]c2=O)O1 (stereo unspecified),-3%[57.5 µM]
COC(=O)c1cc(C(=O)OCC(=O)Nc2ccccc2OC(F)F)cc([N+](=O)[O-])c1,9%
O=C(NCc1cccs1)c1nc2c(nnn2Cc2ccc(F)cc2)c(=O)[nH]1,-1%
CCCCN(CC)Cc1ccc(CNC(=S)Nc2ccccc2F)o1,3%
COc1ccccc1N(CC(=O)Nc1cccc(C(F)(F)F)c1)S(C)(=O)=O,-14%

From PubChem
